High-throughput results (PubChem BioAssay)
Integrin act MD = qHTS for Activators of Integrin-Mediated Alleviation for Muscular Dystrophy. alpha7betagal myoblasts, beta-gal FDG fluorescence, 48 h. AID 624291, 2012. 0.064% of 350,000 active. Potency, µM (series often up to 38.3 µM), for the others: at the top dose activation, hits mostly activators;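 further: potency means the concentration at half of the fitted maximal effect; 100% = response of the positive control SU9516; nearly all actives have a fitted effect of over 60% in size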
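alpha7betagal+/- myoblasts (passage 13, 250/well) treated 48 h at 37C with compounds at 1:260 dilution of DMSO stock. Lysed, then beta-galactosidase activity read as FDG fluorescence (ex 480/em 540) after 30 min, with pre-read for autofluorescence.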
Tb PFK inh = qHTS Assay to Find Inhibitors of T. brucei phosphofructokinase. ATP-dependent 6-phosphofructokinase (Trypanosoma brucei brucei), O15648. T. brucei PFK, ADP-Glo luminescence. Potency, µM (doses to about 57.5 µM), for inactives: top-dose activity, negative = inhibition, most hits filed as inhibitors. 0.17% of 330,000 active. AID 485367, 2010;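 further: potency means the concentration at half of the fitted maximal effect; 0% = uninhibited 1x PFK enzyme wells and -100% = no-enzyme wells; nearly all actives have a fitted effect of over 60% in size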
Target sequence (O15648 whole entry, looked up): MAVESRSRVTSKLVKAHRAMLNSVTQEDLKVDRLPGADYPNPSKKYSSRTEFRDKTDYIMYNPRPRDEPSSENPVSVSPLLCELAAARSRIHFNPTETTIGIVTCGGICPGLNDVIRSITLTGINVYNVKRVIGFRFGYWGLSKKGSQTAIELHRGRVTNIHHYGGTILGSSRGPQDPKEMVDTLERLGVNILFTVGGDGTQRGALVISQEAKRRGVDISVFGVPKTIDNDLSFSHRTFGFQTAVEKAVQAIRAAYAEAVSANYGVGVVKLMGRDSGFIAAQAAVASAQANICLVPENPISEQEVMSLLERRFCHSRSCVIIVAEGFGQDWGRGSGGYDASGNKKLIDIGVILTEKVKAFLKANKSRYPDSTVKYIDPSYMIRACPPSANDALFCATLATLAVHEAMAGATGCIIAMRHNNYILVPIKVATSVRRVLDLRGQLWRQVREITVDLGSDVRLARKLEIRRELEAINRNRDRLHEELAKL
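Activity is normalized to no-enzyme wells (full inhibition) and 1.25 nM enzyme wells (no inhibition). Reaction: 0.5 mM F6P, 0.1 mM ATP, 45 min RT, ADP-Glo luminescence; concentration-response curves fitted and classed by quality.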
TSG101-PTAP inh = qHTS Assay for Iinhibitors of HIV-1 Budding by Blocking the Interaction of PTAP/TSG101. Fluorescence polarization, FITC-PTAP peptide / Tsg101 binding. AID 493005, 2010. Potency, µM (highest dose often 115 µM), inactives show top-dose activity change, negative = inhibition, most hits filed as inhibitors. Tumor susceptibility gene 101 protein (Homo sapiens), Q99816. 340,000 tested, under 10 active; active means well fitted inhibition curve with a large enough effect in the main read-out, with a control signal flat, not every such curve was filed as active; inconclusive means small, poorly fitted or top-dose-only effect, or effect the other way, or a change in a side signal; inactive means no such curve, though single readings can be large or run the other way; further: potency means the concentration at half of the fitted maximal effect; % of control where 0% means no effect
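Fluorescence polarization binding of Tsg101 binding domain (10 uM final) to FITC-labeled PTAP peptide (50 nM final) in HEPES pH 7.5 buffer with NaCl, Tween 20, EDTA, TCEP. Compounds added before peptide; binding 20 min at RT.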
ELG1 repair inh = qHTS screen for small molecules that inhibit ELG1-dependent DNA repair in human embryonic kidney (HEK293T) cells expressing luciferase-tagged ELG1 | HEK293T ELG1-luciferase reporter, luminescence, 16 h; DNA damage induced by 5-fluorouridine | Potency, µM (top dose mostly 46.1 µM), inactives show at the top dose activity change, negative = inhibition, usual class: inhibitors | 2.3% of 330,000 active; further: potency means the concentration at half of the fitted maximal effect; on the % scale 0 is the no-effect control and ±100 the full control effect; nearly all actives have a fitted effect of over 55% in size
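Reporter activity after DNA damage by 5-fluorouridine is monitored. Compound-treated cells incubate 16 hr at 37 °C, then ONE-Glo is added for 30 min before luminescence reading.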
TSHR antag = Antagonists of the Thyroid Stimulating Hormone Receptor: HTS campaign | TSHR-expressing cells, TSH-stimulated cAMP HTRF, 2 h; active compounds read low | activity change, negative = inhibition, % at 11.5 µM | Thyrotropin receptor (Homo sapiens), P16473 | 0.2% of 330,000 active | AID 504810, 2011;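 active means activity change below a set negative limit, meaning inhibition stronger than a set level, cut at about -70% in these data; inconclusive means activity change between two set negative limits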; further: on the % scale 0 is the no-effect control and ±100 the full control effect
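Freshly harvested TSHR cells receive pin-tooled compound, then EC80 TSH at 4nM final. After 2 hours at 37 deg C, antibody in lysis buffer and cAMP-d2 are added; 30 minutes at ambient temperature precede the HTRF read.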
S-ASM inh = Inhibitors of Secretory Acid Sphingomyelinase (S-ASM): qHTS; Sphingomyelin phosphodiesterase (Homo sapiens), P17405; placental ASM, HMU-PC fluorogenic substrate, 60 min; Potency, µM (top dose mostly 57.5 µM), for inactives: at the highest dose activity change, negative = inhibition, actives largely listed as inhibitors; 0.006% of 340,000 active; AID 504937, 2011; further: potency means the concentration at half of the fitted maximal effect
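qHTS format. ASM enzyme prepared from human placenta hydrolyses the fluorogenic substrate HMU-PC0 (9 uM final) over 60 min at 37 °C after a 10 min compound preincubation.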
TCR act = Activators of T cell receptors: qHTS campaign. Potency, µM (series often up to 9.22 µM), inactives show at the top dose activation of IL-2 secretion, most hits filed as activators. AID 504894, 2011. 330,000 tested, under 10 active. primary human leukocytes, anti-CD3, IL-2 HTRF, 48 h; further: % of control where 0% means no effect
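TCR engagement came from a-CD3 beads alone, with compounds added to primary human leukocytes for 48 hr. Secreted IL-2 bridged europium cryptate- and d2-labelled anti-IL-2 antibodies, giving FRET emission at 665nm after 320nm excitation.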
AT treatment = qHTS Assay for Identifying a Potential Treatment of Ataxia-Telangiectasia | 0.19% of 320,000 active | […] A-T fibroblasts, KAP-1 phosphorylation AlphaLISA; neocarzinostatin DNA damage 30 min before lysis | Potency, µM (series often up to 57.5 µM), for the others: at the highest dose activation, actives largely listed as activators | AID 485349, 2010; further: potency means the concentration at half of the fitted maximal effect; % of control where 0% means no effect; nearly all actives have a fitted effect of over 45% in size
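ATM-like activity read as KAP-1 phosphorylation via AlphaLISA donor/acceptor antibody pairs after lysis and 6 hr at 25C. Cells were ATM-null patient fibroblasts ([…], hTERT), dosed 60 min, then exposed to the DSB inducer NCS for 30 min.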
BCR signal inh = qHTS Assay to Find Inhibitors of Chronic Active B-Cell Receptor Signaling. ABC-DLBCL IkBa-CBG/CBR reporter, luminescence ratio, 4 h. Potency, µM (doses to about 46.1 µM), inactives show top-dose ratio change, negative = lower green/red ratio, most hits filed as inhibitors. 0.05% of 340,000 active. AID 493014, 2011; active means well fitted inhibition curve with a large enough effect in the signal ratio, with a control signal flat, not every such curve was filed as active; inconclusive means small, poorly fitted or top-dose-only effect, or effect the other way, or a change in a side signal; the % refers to the signal ratio;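 further: potency means the concentration at half of the fitted maximal effect; plate controls were basal doxycycline-induced cells for no effect and cells given 10 µM MG132 for full effect; MG132 reads +100%, hits lower the ratio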
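TMD8 ABC-DLBCL cells carrying doxycycline-inducible green luciferase fused to IkappaBalpha plus unfused red luciferase were exposed to compounds (up to 46 uM) for 4 hrs at 37C. Activity came from the overlap-corrected green/red luminescence ratio.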
Mito fusion act = qHTS Assay for Small Molecule Inhibitors of Mitochondrial Division or Activators of Mitochondrial Fusion | 0.23% of 320,000 active | AID 485298, 2010 | S. cerevisiae fusion-defective mutant growth rescue, CellTiterGlo 48 h | Potency, µM (titrated, usually from 46.1 µM), for inactives: at the highest dose growth rescue (activation), actives largely listed as activators;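 further: potency means the concentration at half of the fitted maximal effect; % of control where 0% means no effect; nearly all actives have a fitted effect of over 45% in size; temperature-sensitive fusion mutants such as fzo1-1 at 37 °C on non-fermentable ethanol glycerol medium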
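Read-out: ATP-based luminescence (CellTiterGlo, 10 min ambient) reporting growth of fusion-defective ts yeast after 48 hours at 37C on glycerol/ethanol YPEG medium in the presence of compound.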
Eya2 inh = qHTS Assay for Inhibitors of the Phosphatase Activity of Eya2 | 0.006% of 330,000 active | recombinant Eya2, OMFP fluorescence dephosphorylation (OMFP is methylfluorescein phosphate) | AID 488837, 2010 | Protein phosphatase EYA2 (Homo sapiens), O00167 | Potency, µM (titrated, usually from 76.9 µM), inactives show top-dose activity, negative = inhibition, actives largely listed as inhibitors; further: potency means the concentration at half of the fitted maximal effect; on the % scale 0 is the no-effect control and ±100 the full control effect
Target sequence (O00167 whole entry, looked up): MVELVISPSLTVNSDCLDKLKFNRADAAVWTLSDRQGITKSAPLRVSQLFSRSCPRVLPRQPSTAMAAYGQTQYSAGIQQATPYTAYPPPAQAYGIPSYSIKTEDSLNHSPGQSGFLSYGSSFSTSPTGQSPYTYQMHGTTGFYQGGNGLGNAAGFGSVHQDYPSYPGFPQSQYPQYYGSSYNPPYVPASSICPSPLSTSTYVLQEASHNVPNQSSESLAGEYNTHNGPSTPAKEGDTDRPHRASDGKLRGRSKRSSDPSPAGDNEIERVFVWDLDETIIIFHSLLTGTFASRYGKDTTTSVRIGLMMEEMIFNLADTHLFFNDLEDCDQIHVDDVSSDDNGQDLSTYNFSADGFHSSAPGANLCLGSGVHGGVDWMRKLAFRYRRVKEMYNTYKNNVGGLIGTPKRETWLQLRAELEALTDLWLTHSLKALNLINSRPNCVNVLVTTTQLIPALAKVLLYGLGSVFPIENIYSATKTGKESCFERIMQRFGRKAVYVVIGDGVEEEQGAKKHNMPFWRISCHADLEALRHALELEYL
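Eya2 (0.2 uM) preincubated 10 min at ambient with compound, then OMFP substrate added at 50 uM; 10 min reaction in 50 mM HEPES pH 7.5, 50 mM NaCl, 5 uM MgCl2, 0.05% BSA, 1 mM DTT. Fluorescence read at Ex 485/Em 525 nm.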
The depositor's hits bear a star; [ ] = another dose, or the depositor's remark. Unless noted, the call rests on the fitted dose curve; in most records, active means well fitted curve in the direction sought with a large enough effect; inconclusive means small, poorly fitted or top-dose-only effect, or another doubt; inactive means no such curve, though single readings can be large; an effect the other way counts as inactive or inconclusive.

Screening CC(=O)N1CCN(C2=NC(=O)C(=C3CCCCC3)S2)CC1 returned Integrin act MD 8%, Tb PFK inh 3%, TSG101-PTAP inh -1%, ELG1 repair inh inconclusive, TSHR antag -3, S-ASM inh -2%, TCR act 1%[46.1 µM], AT treatment 1%, BCR signal inh -22%, Mito fusion act -5% and Eya2 inh 5%.
O=c1[nH]c(SCc2ccccc2)nc2ccsc12 was read as Integrin act MD 3%, Tb PFK inh 1%, TSG101-PTAP inh 2%, ELG1 repair inh inconclusive, TSHR antag -8, S-ASM inh -3%, TCR act 2%, AT treatment -3%, BCR signal inh inconclusive, Mito fusion act -6% and Eya2 inh -9%.
Screening CCCc1nc2ccccc2c(=O)n1/N=C/c1ccccc1O returned Integrin act MD -5%, Tb PFK inh 4%, TSG101-PTAP inh -10%, ELG1 repair inh inconclusive, TSHR antag -9, S-ASM inh -3%, TCR act 7%, AT treatment -7%, BCR signal inh inconclusive, Mito fusion act -2% and Eya2 inh -2%.
Screening C=CCOc1ccccc1CN1CCC(C(=O)Nc2cccc(-c3ccn[nH]3)c2)CC1 returned Integrin act MD -29%, Tb PFK inh -3%, TSG101-PTAP inh -4%, ELG1 repair inh -17%, TSHR antag -10, S-ASM inh 1%, TCR act -4%, AT treatment 4%, BCR signal inh 5%, Mito fusion act -3% and Eya2 inh 8%.
`O=C(CN1C(=O)CCC1=O)Nc1nc(-c2ccc(Cl)s2)cs1` gave Integrin act MD 25%, Tb PFK inh -3%, TSG101-PTAP inh -5%, ELG1 repair inh 1%, TSHR antag -5, TCR act 2%, AT treatment -10%, BCR signal inh inconclusive, Mito fusion act -12% and Eya2 inh -5%.
`O=C(Nc1ncccc1O)c1cccc(S(=O)(=O)N2CCCc3ccccc32)c1` gave Integrin act MD 18%, Tb PFK inh -12%, TSG101-PTAP inh -9%, ELG1 repair inh 0%, TSHR antag -8, S-ASM inh -1%, TCR act 3%, AT treatment -2%, BCR signal inh 0%, Mito fusion act inconclusive and Eya2 inh -2%.
CNc1c([N+](=O)[O-])cnn1-c1ccc(Cl)cc1Cl was read as Integrin act MD -1%, Tb PFK inh 4%, TSG101-PTAP inh -1%, ELG1 repair inh 11%, TSHR antag 10, S-ASM inh -2%, TCR act -5%, AT treatment 0%, BCR signal inh -12%, Mito fusion act 1% and Eya2 inh -3%.
`CCOC(=O)c1cc(S(=O)(=O)Nc2cccc(OC)c2)cn1C` gave Integrin act MD 20%, Tb PFK inh -5%, TSG101-PTAP inh -2%, ELG1 repair inh -8%, TSHR antag -4, S-ASM inh 4%, TCR act 6%, AT treatment 7%, BCR signal inh 0%, Mito fusion act -2% and Eya2 inh -4%.
COc1cc2c(cc1OC)C(C)N(C(=O)c1cc(Cl)nc(Cl)c1)CC2 (configuration not stated) was read as Integrin act MD -21%, Tb PFK inh 0%, TSG101-PTAP inh -1%, ELG1 repair inh inconclusive, TSHR antag -5, S-ASM inh 3%, TCR act -1%, AT treatment -3%, BCR signal inh -12%, Mito fusion act -11% and Eya2 inh 1%.
COc1ccccc1CC(=O)N1CCN(c2ccc([N+](=O)[O-])cc2)CC1 was read as Integrin act MD -25%, Tb PFK inh -6%, TSG101-PTAP inh -3%, ELG1 repair inh inconclusive, TSHR antag 1, S-ASM inh -5%, TCR act -31%, AT treatment 2%[11.5 µM], BCR signal inh 1%, Mito fusion act 7% and Eya2 inh -1%.
For COC(C(=O)Nc1ccnn1C1CCN(Cc2ccc(C)o2)CC1)c1ccccc1 (configuration not stated) the results were Integrin act MD -21%, Tb PFK inh 0%, ELG1 repair inh 4%, TSHR antag 10, S-ASM inh 5%, TCR act -3%, AT treatment 4%, BCR signal inh 1%, Mito fusion act 2% and Eya2 inh 14%.
Screening CCN(CC)c1ccc2nc3ccccc3[n+](CC)c2c1 returned Integrin act MD -47%[inhibitor], Tb PFK inh 15µM*, TSG101-PTAP inh -1%, ELG1 repair inh 3.7µM*, TSHR antag -140*, S-ASM inh -21%, TCR act 53%, AT treatment -26%, BCR signal inh inconclusive, Mito fusion act -15% and Eya2 inh inconclusive.
`COc1ccc(Cl)c2sc(N3CCN(C(=O)C4=COCCO4)CC3)nc12` gave Integrin act MD -3%, Tb PFK inh 5%, TSG101-PTAP inh 1%, ELG1 repair inh -12%, TSHR antag -13, S-ASM inh -4%, TCR act 2%, AT treatment 1%, BCR signal inh 12%, Mito fusion act 0% and Eya2 inh 16%.
Screening O=C(O)C1=C[C@@H](C2CCCCC2)C[C@@H](OCc2ccc(CO)cc2)O1 returned Integrin act MD 18%, Tb PFK inh -3%, TSG101-PTAP inh 0%, ELG1 repair inh 0%, TSHR antag 9, S-ASM inh 4%, TCR act -7%, AT treatment -14%, BCR signal inh 8%, Mito fusion act -3% and Eya2 inh 1%.
CSc1nsc(SCC(=O)Nc2ccc(NC(C)=O)cc2)n1 was read as Integrin act MD 2%, Tb PFK inh -2%, TSG101-PTAP inh -2%, ELG1 repair inh inconclusive, TSHR antag 11, S-ASM inh -1%, TCR act 0%, AT treatment 0%, BCR signal inh -3%, Mito fusion act -15% and Eya2 inh 8%.
`Cn1c(SCC(=O)Nc2ccc(C(N)=O)cc2)nc2c(c1=O)SCC2` gave Integrin act MD -42%, Tb PFK inh -9%, TSG101-PTAP inh -1%, ELG1 repair inh inconclusive, TSHR antag 10, S-ASM inh -4%, TCR act -6%, AT treatment 1%, BCR signal inh -4%, Mito fusion act 2% and Eya2 inh 1%.
For CCc1c(C)sc(NC(=S)N2CCN(C(=O)C3CCCO3)CC2)c1C(=O)OC (configuration not stated) the results were Integrin act MD -27%, Tb PFK inh 1%, ELG1 repair inh 4%, TSHR antag -1, S-ASM inh -11%, TCR act 3%, AT treatment -4%, BCR signal inh 1%, Mito fusion act 0% and Eya2 inh -20%.
Screening NC(=O)NC(=O)CSc1ccccc1 returned Integrin act MD inconclusive, Tb PFK inh -3%, TSG101-PTAP inh 0%, ELG1 repair inh 7%, TSHR antag 4, S-ASM inh 0%, TCR act -4%, AT treatment -14%, BCR signal inh 0%, Mito fusion act -4% and Eya2 inh -18%.
For CCCCCCOc1ccc(/C=c2\s/c(=C(/C#N)C(=O)NCc3ccco3)n(-c3ccccc3)c2=O)cc1 the results were Integrin act MD -2%, Tb PFK inh -5%, TSG101-PTAP inh 1%, ELG1 repair inh 13%, TSHR antag -9, S-ASM inh 81%[activator], TCR act 5%[46.1 µM], AT treatment 3%, BCR signal inh inconclusive, Mito fusion act -4% and Eya2 inh 1%.
Screening COc1ccccc1CN1CC(C(=O)NCc2ccc(SC)cc2)CCC1=O (configuration not stated) returned Integrin act MD -2%, Tb PFK inh 1%, TSG101-PTAP inh -1%, ELG1 repair inh -10%, TSHR antag -3, S-ASM inh 1%, TCR act 10%, AT treatment 6%, BCR signal inh -1%, Mito fusion act 1% and Eya2 inh 12%.
